# mec2-1 = NCI yeast anticancer drug screen, S. cerevisiae mec2-1 strain | AID 157, 2004 | hit rate 9% among 79,000 | growth inhibition, % at 50 µM;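 note: 0% = growth of vehicle-only cultures of the same strain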
#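 Mutant yeast (mec2-1) grown with compound; growth inhibition relative to vehicle control reported.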
# rad50 = NCI yeast anticancer drug screen, S. cerevisiae rad50 strain | % growth inhibition at 50 µM | hit rate 10% among 79,000;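 note: 0% = growth of vehicle-only cultures of the same strain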
#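 Cells are treated with compound, grown, and their growth is then scored against vehicle-only cultures of the same repair-deficient yeast strain.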
# sgs1 mgt1 = NCI yeast anticancer drug screen, S. cerevisiae sgs1 mgt1 strain; growth inhibition, % at 50 µM; hit rate 10% among 78,000;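 note: 0% = growth of vehicle-only cultures of the same strain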
#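 Inhibition of yeast growth, normalised to vehicle-treated controls, is reported for a strain bearing genetic alterations in DNA damage repair.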
# cln2 rad14 = NCI yeast anticancer drug screen, S. cerevisiae cln2 rad14 strain; hit rate 8.3% among 78,000; growth inhibition, % at 50 µM; AID 165, 2004;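 note: 0% = growth of vehicle-only cultures of the same strain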
#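 Readout is yeast growth inhibition versus vehicle-treated controls, using a strain with cln2 and rad14 alterations exposed to compound.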
# yeast mlh1 rad18 = NCI yeast anticancer drug screen, S. cerevisiae mlh1 rad18 strain; growth inhibition, % at 50 µM; hit rate 11% among 79,000;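 note: 0% = growth of vehicle-only cultures of the same strain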
#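 Compound-treated yeast growth, normalised to vehicle controls. Strain bears defined DNA repair mutations.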
# yeast bub3 = NCI yeast anticancer drug screen, S. cerevisiae bub3 mutant strain | growth inhibition, % at 50 µM | hit rate 9.9% among 78,000 | AID 167, 2004;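 note: 0% = growth of vehicle-only cultures of the same strain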
#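 Inhibition values come from growth of compound-treated mutant yeast normalised to vehicle-treated controls.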
# * = called active by the depositor; & = joins results of further samples. Cut-off read from the data, not from the text of the source: active = growth inhibition above about 70%; inactive = the rest.
mol | rad50 | yeast bub3 | sgs1 mgt1 | cln2 rad14 | mec2-1 | yeast mlh1 rad18
CC(C)CCCC(C)CCC1C(=O)NC(=O)NC1=O (stereo not drawn) | 8.2&-6.8 | -18.1&-5.5 | 38.9&-8.1 | -44.4&-31.1 | -2.3&-0.5 | -0.7&2.7
Cc1ccc(C#CCN2CCCCC2)cn1 | 4.5 | -0.5 | 22.8 | 69.2 | 11.1 | 11.7
N#CCc1ccc(O)cc1 | 1.2 | -4.7 | -20.8 | -5.1 | 6.8 | 14.0
Cc1ccc(OP(=O)(Oc2ccc(C)cc2C)Oc2ccc(C)cc2C)c(C)c1 | -22.5 | -16.3 | -11.6 | -11.8 | -32.5 | -18.7
O=C1C=C(N(CCCl)CCCl)C(=O)C=C1N(CCCl)CCCl | 3.8 | -7.8 | 9.7 | 22.4 | 4.2 | 8.0
CC(O)CCO (stereo not drawn) | 3.6&-11.8 | 11.6&-6.8 | 2.4&-13.8 | 21.1&-16.6 | 16.2&-11.7 | 27.4&-16.6
Nc1ncn[nH]1 | -5.0 | 18.6 | -7.8 | 7.9 | 11.7 | -3.2
Cc1cc(NC(=O)/C=C/c2ccc([N+](=O)[O-])cc2Cl)ccc1S(=O)(=O)F | -30.5 | 2.9 | -5.6 | -17.4 | -8.5 | -32.5
COc1ccc(/C=N/NC(=S)NC2CN3CCC2CC3)cc1OC (stereo not drawn) | 8.8 | 17.6 | 3.7 | -7.3 | 6.7 | 0.6
CN(C)C(=O)Oc1ccc(C2CCCCC2)cc1 | 15.3 | 13.8 | 3.6 | 50.7 | 14.6 | 14.3
CN(C)C1OCC(C)(C)CO1 | -13.9 | -18.0 | -5.5 | 12.3 | -34.7 | -7.1
C=CCN(CC=C)C1C(O)CCOC1OC (stereo not drawn) | -24.3&-13.7 | -8.1&-19.1 | -25.8&-17.1 | -9.1&-8.4 | -22.8&-13.2 | -11.7&7.0
CCC1(O)CC(OC2CC(N(C)C)C(OC3CC4OC5CC(=O)C(C)OC5OC4C(C)O3)C(C)O2)c2c(cc3c(c2O)C(=O)c2c(O)ccc(O)c2C3=O)C1C(=O)OC (stereo not drawn) | 91.9* | 84.8* | 90.0* | 91.4* | 92.0* | 89.9*
C[C@H]1[C@H](C)N1CC(O)Cn1ccnc1[N+](=O)[O-] (stereo partly drawn) | 2.8 | 35.0 | 17.4 | -25.3 | 27.2 | 7.8
Cc1ccc(S(=O)(=O)OC2CN3CCC2CC3)cc1 (stereo not drawn) | 62.4 | 38.4 | 42.7 | 26.8 | -3.0 | 51.5
CC1=CC(C)=Nc2ccc(C)cc2N1 | -2.6 | -6.0 | -6.0 | -2.6 | -0.6 | 22.2

# An excerpt from above, limited to mec2-1:
mol | mec2-1
C=CCN(CC=C)C1C(O)CCOC1OC (stereo not drawn) | -22.8&-13.2
CN(C)C(=O)Oc1ccc(C2CCCCC2)cc1 | 14.6

# Copied from the listing, 5 compounds:
mol | rad50 | yeast bub3 | sgs1 mgt1 | cln2 rad14 | mec2-1 | yeast mlh1 rad18
C=CCN(CC=C)C1C(O)CCOC1OC (stereo not drawn) | -24.3&-13.7 | -8.1&-19.1 | -25.8&-17.1 | -9.1&-8.4 | -22.8&-13.2 | -11.7&7.0
CCC1(O)CC(OC2CC(N(C)C)C(OC3CC4OC5CC(=O)C(C)OC5OC4C(C)O3)C(C)O2)c2c(cc3c(c2O)C(=O)c2c(O)ccc(O)c2C3=O)C1C(=O)OC (stereo not drawn) | 91.9* | 84.8* | 90.0* | 91.4* | 92.0* | 89.9*
C[C@H]1[C@H](C)N1CC(O)Cn1ccnc1[N+](=O)[O-] (stereo partly drawn) | 2.8 | 35.0 | 17.4 | -25.3 | 27.2 | 7.8
Cc1ccc(S(=O)(=O)OC2CN3CCC2CC3)cc1 (stereo not drawn) | 62.4 | 38.4 | 42.7 | 26.8 | -3.0 | 51.5
CC1=CC(C)=Nc2ccc(C)cc2N1 | -2.6 | -6.0 | -6.0 | -2.6 | -0.6 | 22.2

# The results go on:
mol | rad50 | yeast bub3 | sgs1 mgt1 | cln2 rad14 | mec2-1 | yeast mlh1 rad18
CC[CH2][Sn]([Br])([CH2]CC(=O)OC)[CH2]CC(=O)OC | 16.5 | 9.8 | 50.1 | -19.9 | 4.2 | 12.1
CC1C(C(=O)c2ccc(-c3ccccc3)cc2)N1C(C)(C)C (stereo not drawn) | -10.4 | 1.1 | 7.8 | 23.4 | 10.2 | -11.8
CC(C)N[C@@H]1CCC[C@H]1O | 4.5 | 4.0 | -17.1 | 11.7 | -0.1 | -19.5
N=C(N)c1ccc(NN=Nc2cccc3c2Oc2ccccc2O3)cc1 | 80.0* | 83.5* | 74.6* | 71.0* | 78.1* | 70.2*
O=P(CCCCP(=O)(c1ccccc1)c1ccccc1)(c1ccccc1)c1ccccc1.[Cl][Sn]([Cl])([c]1ccccc1)[c]1ccccc1 | 85.7* | 87.5* | 87.3* | 81.8* | 87.8* | 89.5*
O=[N+]([O-])c1ccc2c(c1)Oc1cccnc1[Se]2 | 16.1 | -11.5 | 20.9 | 8.2 | 8.6 | 38.8
CC(C)c1ccc(OC(=O)N(C)C)cc1 | 4.7 | 23.2 | -1.5 | 1.9 | 2.5 | 1.7
Cc1cc(N(CCCl)CCCl)ccc1C1N(Cc2ccc(N(CCCl)CCCl)cc2)CCCN1Cc1ccc(N(CCCl)CCCl)cc1 | 0.8 | -1.4 | -6.2 | -5.1 | 7.8 | 25.0

# Compound activity as filed in PubChem BioAssay.

# This is a subset; count on the stated rates, not on these rows.
